Assay outcomes deposited in PubChem BioAssay by several laboratories.
MEP2 TOR yeast: modulators of TOR pathway MEP2-GFP in S. cerevisiae. GFP response vs DMSO, % at 10 µM. 330,000 tested, 0.51% active. S. cerevisiae MEP2-GFP strain, flow cytometry GFP, 3 h; 100% = DMSO control level;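 active means GFP response versus DMSO above a set limit, roughly screen mean plus 3 SD, cut at about 180% in these data; inconclusive means fewer than 70 cells counted for a yeast strain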;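 further: median GFP fluorescence of the barcode-gated MEP2-GFP cells per well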
procasp7 counter: counter-screen for procaspase-3 activators: activators of human procaspase-7; P55210; recombinant procaspase-7, Ac-DEVD-pNA absorbance 405 nm; D23A/D198A/D206A triple mutant, cannot self-cleave; scale: DMSO 0, 5 µM enzyme 100; activation, % at 8.5 µM; 330,000 tested, 0.093% active; AID 463210;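 active means percent activation above the screen-wide mean plus 3 SD, cut at about 25% in these data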
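Assay system: Uncleavable procaspase-7 mutant enzyme / Input: 2 µM procaspase-7 mutant as dispensed / Dosing: single nominal 8.5 µM compound dose, 0.8% DMSO final / Timing: 1 h enzyme–compound preincubation and 2 h substrate reaction, both 25 °C / Detection: p-Nitroaniline absorbance at 405 nm, read at 0 and 120 min / Replication: singlicate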
LAP4-GFP MLPCN: yeast TOR pathway LAP4-GFP modulation. GFP response vs DMSO, % at 10 µM. S. cerevisiae LAP4-GFP multiplex, flow cytometry GFP, 3 h; median GFP as percent of DMSO wells. AID 2023. 320,000 tested, 0.34% active;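 active means GFP response vs DMSO above a set limit, about the screen mean plus 3 SD, cut at about 150% in these data; inconclusive means under 70 cell events counted for the yeast strain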
proCasp3 act: activators of human procaspase-3; recombinant procaspase-3 D3A, Ac-DEVD-pNA absorbance 405 nm; P42574; 330,000 tested, 0.11% active; activation, % at 8.5 µM; AID 463141;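 active means activation above the mean of all tested compounds plus 3 SD, cut at about 21% in these data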;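 further: 0% = DMSO alone and 100% = DMSO wells spiked with extra 5 µM PC-3 D3A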
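Technique: 405 nm absorbance of p-nitroaniline, reads at 0 and 120 min; Test system: Procaspase-3 D3A mutant; Incubation: 1 h enzyme-compound preincubation, then 2 h substrate reaction, 25 °C; Repeats: singlicate, each compound tested once; Benchmarks: low control DMSO wells, high control DMSO plus 5 µM PC-3 D3A.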
AHR act: activates the human aryl hydrocarbon receptor; 320,000 tested, 2.5% active; AHR-responsive luciferase reporter cells, luminescence; activation, % at 5 µM; P35869; in the data active means activation above about 47%;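 further: 0% = vehicle wells and 100% = reference agonist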
Target sequence (P35869 whole entry, looked up): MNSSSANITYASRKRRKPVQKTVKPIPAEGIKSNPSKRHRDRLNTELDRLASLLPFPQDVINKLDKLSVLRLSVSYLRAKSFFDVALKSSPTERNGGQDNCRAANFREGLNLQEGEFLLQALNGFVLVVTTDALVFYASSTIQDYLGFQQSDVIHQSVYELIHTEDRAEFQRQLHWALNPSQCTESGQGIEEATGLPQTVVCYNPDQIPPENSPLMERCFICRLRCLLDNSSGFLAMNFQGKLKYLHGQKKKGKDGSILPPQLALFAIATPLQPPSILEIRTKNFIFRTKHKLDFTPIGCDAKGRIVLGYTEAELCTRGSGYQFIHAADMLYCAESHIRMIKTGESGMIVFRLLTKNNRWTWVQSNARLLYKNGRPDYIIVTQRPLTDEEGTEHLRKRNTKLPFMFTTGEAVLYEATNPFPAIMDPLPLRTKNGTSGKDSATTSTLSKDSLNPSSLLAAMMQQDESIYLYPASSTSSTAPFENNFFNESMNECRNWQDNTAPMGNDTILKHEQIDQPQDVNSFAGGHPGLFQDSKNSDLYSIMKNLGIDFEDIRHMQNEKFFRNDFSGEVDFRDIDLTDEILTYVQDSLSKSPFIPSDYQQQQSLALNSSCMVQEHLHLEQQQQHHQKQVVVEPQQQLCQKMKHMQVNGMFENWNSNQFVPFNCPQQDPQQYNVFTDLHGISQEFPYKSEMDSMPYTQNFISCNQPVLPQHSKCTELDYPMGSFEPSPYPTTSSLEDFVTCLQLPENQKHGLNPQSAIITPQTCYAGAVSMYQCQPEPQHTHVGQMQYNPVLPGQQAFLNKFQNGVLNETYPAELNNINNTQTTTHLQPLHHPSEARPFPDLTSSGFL
AGP1 TOR yeast: modulators of TOR pathway AGP1-GFP in S. cerevisiae; 320,000 tested, 0.02% active; S. cerevisiae AGP1-GFP multiplex flow cytometry, 3 h; GFP as percent of DMSO wells; GFP response vs DMSO, % at 10 µM; AID 2066;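 active means GFP response relative to DMSO above a set limit, near screen average plus 3 SD, cut at about 150% in these data; inconclusive means fewer than 70 cells counted for the yeast strain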;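 further: median GFP channel fluorescence of the gated AGP1 strain per well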
CIT2-GFP yeast: yeast TOR pathway CIT2-GFP modulation | S. cerevisiae CIT2-GFP strain, flow cytometry, 3 h; 100 means same as DMSO wells | GFP response vs DMSO, % at 10 µM | 320,000 tested, 0.065% active | AID 2029;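 active means GFP response relative to DMSO above a set limit, near the screen mean plus 3 SD, cut at about 150% in these data; inconclusive means Fewer than 70 cells measured for a yeast strain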;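 further: ratio of well median GFP fluorescence to mean of DMSO wells on the plate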
RPL19A TOR yeast: alters RPL19A-GFP fluorescence in TOR pathway yeast screen; 330,000 tested, 0.3% active; percent response vs DMSO, % at 10 µM; S. cerevisiae RPL19A-GFP strain, flow cytometry, 3 h; stronger effect = lower value;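 active means percent response vs DMSO below 50%; inconclusive means fewer than 70 events counted for the yeast strain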;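 further: median channel GFP fluorescence of the barcoded RPL19A-GFP strain; ratio of sample median GFP to plate DMSO average so 100% = DMSO; lower means less RPL19A-GFP as with rapamycin TOR inhibition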
* = called active by the depositor; ? = inconclusive; · = not tested or not shown; [ ] = another dose, or the depositor's remark.

SMILES | MEP2 TOR yeast | procasp7 counter | LAP4-GFP MLPCN | proCasp3 act | AHR act | AGP1 TOR yeast | CIT2-GFP yeast | RPL19A TOR yeast
CC(C)Nc1nc(Oc2ccc(=O)n(-c3ccccc3)n2)nc(N(C)C)n1 | 94 | 4 | 110 | -13 | -1 | 107 | 97 | 97
COc1ccc(-n2c(C)cc(C(=O)COC(=O)Cn3cnc4ccccc43)c2C)cc1 | 105 | 2 | 107 | -12 | 1 | 96 | 89 | 98
Cc1ccc(NS(=O)(=O)c2cc(C(=O)NCc3cccnc3)ccc2C)cc1 | 92 | · | 67 | · | · | 90 | 109 | 99
CCOC(=O)N1CCN(C(=O)CSc2nc(=O)n3ccccc3n2)CC1 | 95 | 8 | 112 | -2 | 2 | 113 | 101 | 99
CCOc1ccc(N(C(=O)/C=C/C(=O)Nc2cc(C)on2)C(C(=O)NC2CCCC2)c2ccccc2C)cc1 (stereo unspecified) | 102 | -3 | 105 | -4 | 8 | 101 | 109 | 104
Cc1noc(C)c1CSc1nnc(-c2cccnc2)n1C1CCCCC1C (stereo unspecified) | 102 | 4 | 103 | -4 | 1 | · | 102 | 102
CCCCC(=O)Nc1cccc(NC(=S)NC(C)=O)c1 | 112 | -6 | 105 | 7 | 5 | 110 | 101 | 128
O=S(=O)(c1ccc(Cl)cc1)N1CCSC1c1ccco1 (stereo unspecified) | 99 | 6 | 113 | 9 | 2 | 106 | 101 | 105
CCN(CC)C(=O)CC(c1ccc(F)cc1)c1ccco1 (stereo unspecified) | 106 | -20 | 101 | -26 | 3 | 99 | 96 | 100
CN(C)C(=O)c1nc2ccc(Cl)cn2c1CNCc1cccc(OC(F)(F)F)c1 | 97 | 3 | 107 | 1 | 3 | 110 | 109 | 98
Cc1cc(/C=C2\SC(=S)N(C)C2=O)c(C)n1-c1cccc(O)c1 | 125 | -7 | 108 | -4 | -2 | 69 | 76 | 74
CCSc1nc2sc3c(c2c(=O)[nH]1)CC(C)(CC)OC3 (stereo unspecified) | 107 | 8 | 95 | -3 | -6 | 98 | 99 | 100
NC(=O)c1sc2nc(-c3cccnc3)ccc2c1N | 100 | -6 | 114 | -7 | -6 | 103 | 103 | 97
O=C1NC2=C(C(=O)CCC2)C(c2ccc(OC(F)F)cc2)N1 (stereo unspecified) | 99 | 0 | 98 | 5 | -1 | 95 | 96 | 93
COc1ccc(NC(=S)N/N=C/c2ccc(F)c(F)c2)cc1 | 96 | -5 | 122 | -3 | 114* | 101 | 90 | 97
CCOC(=O)c1ccccc1Nc1cn(C(C)=O)c2ccccc12 | 96 | -9 | 100 | 0 | 28 | 98 | 95 | 99
O=C(NC1CCCCCC1)c1ccc[nH]c1=S | 93 | -30 | 103 | -20 | 5 | 101 | 91 | 98
CCCCN(CCCC)c1ncnc2nc[nH]c12 | 93 | 8 | 94 | 4 | 5 | 94 | 94 | 96
CN(C(=O)c1ccc(NC(=O)C2CCCN(C(=O)OC(C)(C)C)C2)cc1)C1CCCCC1 (stereo unspecified) | 94 | 7 | 97 | 4 | 2 | 99 | 96 | 98
CCN(C(=O)c1ccc(N2CC3CC(C2)c2cccc(=O)n2C3)c(NC(=O)c2ccncc2)c1)c1cccc(C)c1 (stereo unspecified) | 96 | 8 | 106 | 0 | -1 | 105 | 106 | 101
O=C1c2cccc3cccc(c23)C(=O)N1CCCN(C(=O)c1cccs1)c1cccc(F)c1 | 113 | 5 | 103 | -6 | 51* | 108 | 106 | 101
CC(C)n1nnc(-c2ccc(OCc3ccccc3F)cc2)n1 | 93 | -4 | 94 | -6 | 2 | 89 | 93 | 98
COc1ccc(/C=N/NC(=O)c2snnc2C)c(OC)c1OC | 107 | -2 | 98 | 6 | 13 | 91 | 87 | 86
COc1ccc(-n2nc(C(=O)NCC(=O)NCCCN3CC(C)CC(C)C3)c3ccccc3c2=O)cc1Cl (stereo unspecified) | 103 | 8 | 113 | -11 | -1 | 108 | 91 | 96
Cc1ccc(S(=O)(=O)N(C)C)cc1NC(=O)CN1C(=O)NC2(CCCc3ccccc32)C1=O (stereo unspecified) | 90 | 1 | 97 | -10 | 1 | 94 | 86 | 94
O=C(N1CCN(c2ccccc2F)CC1)C1(S(=O)(=O)c2ccc(Cl)cc2)CC1 | 104 | 1 | 97 | 1 | 1 | 103 | 105 | 103
O=C(NC(=S)Nn1cnnc1)c1ccccc1Br | 101[may fluoresce violet] | -23 | 118[may fluoresce violet] | -7 | 1 | 20[may fluoresce violet] | ? | 64[may fluoresce violet]
COc1ccc(/C=C(/C(=O)Nc2ccccc2C(=O)NC(C)C)c2ccccc2)cc1 | 104 | -1 | 102 | -5 | 2 | 102 | · | 103
CC1(C)C2CCC1(C)C(OCCNCCOC(=O)Nc1ccccc1)C2 (stereo unspecified) | 97 | 0 | 103 | 2 | 1 | 105 | 98 | 95
COc1ccc(C)cc1NC(=O)C(Sc1nnc(-c2ccncc2)n1-c1ccc(Cl)cc1)c1ccccc1 (stereo unspecified) | 100 | 0 | 92 | -4 | 5 | 104 | 102 | 103
O=C(CNCC1CCCO1)Nc1ccccc1-n1cccc1 (stereo unspecified) | 104 | 8 | 92 | -3 | 3 | 102 | 101 | 97
COc1cc(/C=N/Nc2ccc(Cl)c(C(=O)O)c2)ccc1OC(=O)c1ccc(F)cc1 | 110 | 0 | 110 | 8 | 2 | 108 | 104 | 102
O=C(O)CSc1nnc(Cc2ccccc2)n1Cc1ccccc1 | 97 | 7 | 102 | -1 | 4 | 102 | 110 | 99
O=[N+]([O-])/C=C\c1ccc(N2CCOCC2)cc1 | 90 | 7 | 124 | 2 | -4 | 95 | 93 | 92
O=C(CSc1nc(=O)n(Cc2ccccn2)c2c1CCC2)Nc1ccc(F)cc1F | 103 | 4 | 117 | -8 | 0 | 113 | 91 | 97
O=C1CN(C(=O)CNCc2ccc(Cl)cc2)c2ccccc2N1 | 102 | -7 | 111 | 8 | 1 | 105 | 91 | 102
COc1ccc(-c2nnc(-c3cccnc3)o2)cc1OC | 108 | 5 | 110 | -3 | 18 | 95 | 101 | 98
COc1ccc(C(c2nnnn2Cc2cccs2)N2CCN(c3ccccc3F)CC2)cc1 (stereo unspecified) | 105 | -11 | 101 | 2 | 6 | 96 | 110 | 101
C=CCn1c(C)cc(C(=O)CN2C(=O)NC3(CCCc4ccccc43)C2=O)c1C (stereo unspecified) | 437*[may fluoresce violet] | -2 | 91[may fluoresce violet] | -1 | 3 | ? | ? | 27*[may fluoresce violet]
Cc1cc(NC(=O)/C=C/c2ccc(Cl)cc2)no1 | 97 | 3 | 90 | -4 | -3 | 89 | 89 | 101
CN(C)c1ccncc1C(=O)Nc1ccc(F)cc1F | 102 | 2 | · | -5 | 3 | · | · | 95
NC(=O)C1CCN(C(=O)Cc2ccc(-c3ccccc3)cc2)CC1 | 106 | 6 | 92 | -2 | -1 | 94 | 100 | 102
O=C(/C=C/c1c(F)cccc1Cl)NCc1ccc2c(c1)OCO2 | 105 | 9 | 88 | 4 | 8 | 100 | 107 | 104
Cc1cccc(N2CCN(C(=O)c3ccc4nc[nH]c4c3)CC2)c1C | 104 | 0 | 97 | 0 | 2 | 107 | 110 | 100
CCOc1ccc(Oc2ccccc2NS(=O)(=O)c2ccc(CCC(=O)O)cc2)cc1 | 96 | -3 | 98 | 0 | 1 | 93 | 89 | 98
O=C(CNC(=O)c1ccccc1)NCCc1nc2ccccc2[nH]1 | 102 | -3 | 98 | 2 | -1 | 96 | 95 | 100
Cc1cccc(-n2c(SCc3cc(=O)n4c(C)cccc4n3)nc3[nH]ncc3c2=O)c1 | 100 | -6 | 89 | 6 | 6 | 99 | 99 | 97
O=C1CSC(=S)N1/N=C/c1cc(Br)c(O)c(Br)c1 | 120 | -18 | 120 | -16 | 0 | 100 | 110 | 104
CSc1cccc(NC(=O)CCn2c(=O)c3cccn3c3cccnc32)c1 | 107 | -2 | 106 | -1 | 1 | 103 | 102 | 95
COc1ccccc1CNC(=O)Cn1c(=O)oc2cc(Cl)ccc21 | 100 | 1 | 105 | -1 | 13 | 107 | 103 | 98
CC1CC(=O)N(CC(=O)Nc2ccc3c(c2)OCO3)c2ccccc2S1 (stereo unspecified) | 99 | -2 | 98 | 9 | 18 | 100 | 94 | 99
COC(=O)C1=C(C)Nc2nnnn2C1c1cc(OC)ccc1OC (stereo unspecified) | 101 | -3 | 100 | -2 | 2 | 105 | 104 | 101
CCCCCc1nc(-c2nonc2N)no1 | 102 | 7 | 98 | -1 | -2 | 97 | 93 | 99
CC(C)C(=O)N1CCN(c2ccc(NC(=O)c3cccs3)cc2Cl)CC1 | 97 | 9 | 100 | 7 | -1 | 102 | 96 | 94
CNC(=S)N/N=C1\C(=O)c2cccc3cccc1c23 | 91 | -5 | · | -5 | 90* | 90 | 95 | 100
Cc1ccccc1NC(=O)C1C2/C=C\CCCCC21 (stereo unspecified) | 90 | 11 | 96 | 6 | 0 | 99 | 96 | 102
CC(=O)Nc1cccc(CNCc2cccc(NC(C)=O)c2)c1 | 107 | 9 | 93 | 1 | -1 | 106 | 107 | 107
C/C=C/c1ccc(OCCOc2cc(C=O)ccc2OC)c(OC)c1 | 101 | -8 | 102 | -4 | 15 | 101 | 99 | 110
CN(C)C(=O)COC(=O)c1ccccc1Nc1ccc(SC(F)F)cc1 | 114 | 5 | 106 | -6 | 10 | 106 | 105 | 108
CN(CC(=O)Nc1ccc(F)c(F)c1F)C(=O)c1ccc(-n2cncn2)c([N+](=O)[O-])c1 | 111 | 2 | 103 | -6 | 5 | 106 | 112 | 107

Some values from the entries so far:
Value of CSc1cccc(NC(=O)CCn2c(=O)c3cccn3c3cccnc32)c1 in MEP2 TOR yeast: 107
Value of CN(CC(=O)Nc1ccc(F)c(F)c1F)C(=O)c1ccc(-n2cncn2)c([N+](=O)[O-])c1 in LAP4-GFP MLPCN: 103
Value of CCCCCc1nc(-c2nonc2N)no1 in CIT2-GFP yeast: 93

More structures follow:
SMILES | MEP2 TOR yeast | procasp7 counter | LAP4-GFP MLPCN | proCasp3 act | AHR act | AGP1 TOR yeast | CIT2-GFP yeast | RPL19A TOR yeast
CCn1c(SCC(=O)N/N=C/C=C/c2ccccc2[N+](=O)[O-])nnc1-c1ccc(Cl)cc1 | 105 | 8 | 86 | 7 | 6 | 102 | 111 | 106
CCC1CCCCN1CCCNC(=O)c1c(O)nc2c(C)cccn2c1=O (stereo unspecified) | 96 | -1 | 90 | -5 | 2 | 95 | 95 | 97
Cc1cc(NC(=O)CSc2nccn2-c2ccc(F)cc2)no1 | 100 | 3 | 97 | 11 | 5 | 102 | 105 | 100
CCN(CC(=O)Nc1cc(Cl)ccc1C)C(=O)c1ccc2c(c1)NC(=O)C(C)S2 (stereo unspecified) | 105 | -1 | 111 | -1 | 8 | 110 | 97 | 100
